High-throughput results as filed in PubChem.
Pf Dd2 inh – P. falciparum Dd2 growth inhibitors, primary screen, SYBR Green fluorescence, single dose replicates; 72 h; active compounds read low; activity change, % at 10 µM; 94,000 tested, 2.3% active; AID 1159554, 2015; in the data active = activity change below about -80%
KDM4C inh – inhibitors of GASC-1 (KDM4C) histone demethylase, primary screen, biochemical, single concentration HTS; Lysine-specific demethylase 4C (Homo sapiens), Q9H3R0; GST-KDM4C 2-372, H3K9me3 peptide, LANCE TR-FRET; inhibition, % at 12.5 µM; 96,000 tested, 0.15% active;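 active = mean replicate inhibition above about 25%, with at least 55% of replicates also reaching it, limit read from the data, passing the limit was not always enough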
Target sequence (Q9H3R0 2-372 limits assumed): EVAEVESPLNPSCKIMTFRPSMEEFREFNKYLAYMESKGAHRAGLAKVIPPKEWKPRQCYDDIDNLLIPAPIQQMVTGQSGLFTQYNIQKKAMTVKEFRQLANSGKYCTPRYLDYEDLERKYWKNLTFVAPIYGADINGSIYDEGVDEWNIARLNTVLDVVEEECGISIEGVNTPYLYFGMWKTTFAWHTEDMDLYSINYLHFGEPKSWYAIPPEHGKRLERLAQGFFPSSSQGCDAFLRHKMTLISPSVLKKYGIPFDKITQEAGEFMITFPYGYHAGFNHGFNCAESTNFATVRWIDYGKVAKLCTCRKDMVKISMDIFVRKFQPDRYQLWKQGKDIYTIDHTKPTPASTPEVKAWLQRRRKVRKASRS
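Test system: N-terminal GST-fused human GASC-1 (KDM4C) fragment, residues 2-372; quantity: GASC-1 enzyme at 10 nM final in reaction; dosing: single dose; schedule: 30 min demethylation and 1 h detection at room temperature; signal: LANCE TR-FRET, excitation 340 nm, emissions 618 and 671 nm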
C diff HTS – C. difficile growth inhibitors, primary screen, HTS; Clostridium difficile clinical isolate growth, OD600, 24 h; active compounds read low; growth activity, negative = inhibition, % at 16 µg/mL (by protocol); 86,000 tested, 0.25% active;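 active = mean growth activity at or below -80% and every replicate also at or below -80%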;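 also: 0% = DMSO wells and -100% = levofloxacin 16 µg/mL wells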
Tcruzi prolif – T. cruzi intracellular proliferation inhibitors, primary screen, cell-based, beta-gal Tulahuen parasites, NIH3T3 host, luminescence. 77,000 tested, 5.9% active. inhibition, % at 8.34 µM. T. cruzi beta-gal in NIH3T3, GalScreen luminescence, 90 h;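 active = mean inhibition above about 93%, with at least 55% of replicates each passing it, limit read from the data, passing the limit was not always enough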
Starred values were filed as active, the others as inactive; nt = not tested or not shown; & = joins results of further samples. Random draw from the library, and some 6.7% of all compounds hit somewhere here.

Structure | Pf Dd2 inh | KDM4C inh | C diff HTS | Tcruzi prolif
Cc1ccc(S(=O)(=O)Nc2ccc3c(c2)C(=O)N([C@H](C)CO)C[C@H](C)[C@H](CN(C)S(=O)(=O)c2ccc(C)cc2)OCCCC[C@@H](C)O3)cc1 | -39 | -0.6 | nt | 78
Cc1noc(C)c1S(=O)(=O)Nc1ccc2c(c1)C(=O)N([C@H](C)CO)C[C@H](C)[C@@H](CN(C)S(=O)(=O)c1ccc(F)cc1)OCCCC[C@@H](C)O2 | -27 | -0.8 | -7 | nt
O=C(C[C@@H]1C=C[C@@H](NS(=O)(=O)c2ccc(F)cc2)[C@@H](CO)O1)NCCc1ccncc1 | 18 | -1.8 | -7 | -30
C[C@H]1CN([C@@H](C)CO)C(=O)CCCn2nncc2CO[C@@H]1CN(C)Cc1ccc(Oc2ccccc2)cc1 | -26 | 0.8 | -3 | 29
O=C(Nc1ccccc1F)N1C[C@@H]2[C@H](c3ccccc31)[C@@H](CO)N2C(=O)c1ccccn1 | -2 | 2.2 | 6 | -38
C[C@@H]1CN([C@H](C)CO)S(=O)(=O)c2ccc(C#CC3CC3)cc2O[C@@H]1CN(C)C(=O)Nc1cc(F)ccc1F | -32 | -1.2 | nt | 105*
CO[C@H]1CC[C@@H]2CCN(C)C(=O)[C@@H](C)[C@@H](OC)CN(C)C(=O)c3cccc(C#N)c3OC[C@@H]1O2 | 15 | -0.4 | nt | -28
CCCNC(=O)C[C@H]1CC[C@H]2[C@@H](COC[C@@H](O)CN2S(=O)(=O)c2ccccc2F)O1 | -2 | 0.4 | nt | 15
N#Cc1cccc(-c2ccc([C@@H]3[C@@H](CO)N4CCCCN(C(=O)Nc5cccc(F)c5)C[C@@H]34)cc2)c1 | -29 | 0.2 | 22 | 104*
C[C@@H]1CN([C@@H](C)CO)C(=O)c2cc(C#Cc3ccccc3)cnc2O[C@@H]1CN(C)C(=O)c1ccccc1 | -45 | 2.8 | -3 | nt
CCCNC(=O)N(C)C[C@H]1Oc2cc(-c3cncnc3)ccc2S(=O)(=O)N([C@H](C)CO)C[C@@H]1C | 21 | 1.1 | -2 | nt
COc1ccccc1C(=O)Nc1ccc2c(c1)OC[C@@H](C)N(C(C)=O)C[C@@H](C)[C@H](OC)CN(C)C2=O | -8 | 0.2 | nt | 43
C[C@@H]1CN([C@@H](C)CO)C(=O)c2cccc(NC(=O)NC3CCCCC3)c2O[C@@H]1CN(C)Cc1ccccc1 | -39 | -2.0 | -3 | -97
CC(C)NC(=O)N(C)C[C@H]1Oc2ccc(NC(=O)Cc3ccccc3)cc2C(=O)N([C@@H](C)CO)C[C@H]1C | 5 | -0.6 | 2 | nt
CCCNC(=O)N1[C@H](C#N)[C@@H](c2ccccc2-c2ccc(OC)cc2)[C@@H]1CO | 15 | -2.0 | 4 | nt
C[C@@H]1CN([C@H](C)CO)C(=O)c2c(c3ccccc3n2C)-c2ccccc2CO[C@H]1CN(C)C(=O)Nc1ccccc1C(F)(F)F | -45 | 0.5 | 19 | nt
C[C@@H]1CN([C@H](C)CO)C(=O)Cc2cc(NC(=O)CCN3CCOCC3)ccc2O[C@H]1CN(C)S(=O)(=O)c1ccc(F)cc1 | 7 | -3.3 | 1 | -4
CCCC(=O)Nc1ccc2c(c1)C(=O)N(C)[C@@H]1CC[C@H](CC(=O)NCCCN(C)C)O[C@H]1CO2 | 3 | 0.7 | 1 | -35
O=C(C[C@H]1CC[C@@H]2[C@H](COC[C@H](O)CN2C(=O)C2CCOCC2)O1)NCc1ccncc1 | 1 | 1.8 | 0&-4 | 19
O=C(CN1CCOCC1)N1CCCCN2[C@H](CO)[C@@H](c3ccc(-c4ccccc4F)cc3)[C@H]2C1 | 0 | -1.7 | -16 | 22
CO[C@H]1CN(C)C(=O)c2ccc(NC(=O)Nc3c(C)noc3C)cc2OC[C@H](C)N(CCC(F)(F)F)C[C@@H]1C | -35 | 0.7 | -4 | nt
COc1ccc(S(=O)(=O)N(C)C[C@@H]2OCCCC[C@@H](C)Oc3ccc(NC(=O)C4CCCCC4)cc3C(=O)N([C@H](C)CO)C[C@H]2C)cc1 | -78 | -2.1 | 5 | 89
C[C@H](CO)N1C[C@H](C)[C@H](CN(C)C(=O)C2CCCCC2)OCc2cn(nn2)CCCC1=O | -1 | -1.1 | 0 | 69
COc1ccc2c3c([nH]c2c1)[C@@H](CO)N(Cc1ccccc1)CC31CN(C)C1 | -25 | 0.0 | 3 | nt
Cc1noc(C)c1NC(=O)N(C)C[C@@H]1OCCCC[C@H](C)Oc2ccc(NS(=O)(=O)c3cccs3)cc2C(=O)N([C@H](C)CO)C[C@@H]1C | -15 | 1.0 | 4 | 42
COC(=O)C[C@@H]1C[C@@H]2c3cc(NC(=O)Nc4ccc(OC)cc4)ccc3O[C@@H]2[C@@H](CO)O1 | -11 | 0.9 | 3 | nt
CO[C@@H]1CC[C@H]2CCN(C)C(=O)[C@@H](C)N(C)C(=O)c3cc(C#N)ccc3OC[C@@H]1O2 | nt | -0.6 | 13 | 9
O=C(C[C@H]1CC[C@H](NC(=O)c2ccncc2)[C@H](CO)O1)Nc1ccc(-c2ccccc2)cc1 | 16 | -1.0 | -4 | nt
CO[C@@H](CN(C)C(=O)c1ccccc1F)[C@@H](C)CN([C@H](C)CO)S(=O)(=O)c1ccccc1 | 21 | 0.2 | nt | 4
CCCC(=O)Nc1ccc2c(c1)OC[C@@H](C)N(Cc1ccccc1)C[C@@H](C)[C@H](OC)CN(C)C2=O | -55 | 6.2 | nt | 9
COCC#Cc1ccc([C@@H]2[C@@H](CO)N3C(=O)CN(C(=O)C4CCCCC4)C[C@@H]23)cc1 | -40 | -2.2 | 7 | nt
Cc1ccc(S(=O)(=O)Nc2cccc3c2O[C@H](CN(C)Cc2ccc(Cl)c(Cl)c2)[C@H](C)CN([C@@H](C)CO)C3=O)cc1 | -74 | 13 | 4 | nt
O=C(C[C@@H]1C[C@@H]2c3cc(NC(=O)C4CCOCC4)ccc3O[C@@H]2[C@H](CO)O1)NCc1ccc(Cl)cc1 | 8 | -2.5 | 6 | 22
CN1C(=O)c2cc(NC(=O)c3ccc4c(c3)OCO4)ccc2OC[C@H]2O[C@@H](CC(=O)O)CC[C@@H]21 | 21 | 4.6 | -2 | -33
COc1ccc(NC(=O)N(C)C[C@H]2Oc3ccc(NC(=O)NC4CCCCC4)cc3C(=O)N([C@@H](C)CO)C[C@H]2C)cc1 | -7 | 0.7 | -7 | 7
C[C@H](CO)N1C[C@H](C)[C@@H](CN(C)Cc2ccc3c(c2)OCO3)Oc2ccc(NC(=O)CCCCCC(=O)Nc3ccccc3N)cc2CC1=O | -55 | 0.1 | -3 | 101*

In a second layout: seven of the compounds above.
Below each SMILES: Pf Dd2 inh | KDM4C inh | C diff HTS | Tcruzi prolif
> O=C(C[C@H]1CC[C@H](NC(=O)c2ccncc2)[C@H](CO)O1)Nc1ccc(-c2ccccc2)cc1
  16 | -1.0 | -4 | nt
> COC(=O)C[C@@H]1C[C@@H]2c3cc(NC(=O)Nc4ccc(OC)cc4)ccc3O[C@@H]2[C@@H](CO)O1
  -11 | 0.9 | 3 | nt
> Cc1noc(C)c1NC(=O)N(C)C[C@@H]1OCCCC[C@H](C)Oc2ccc(NS(=O)(=O)c3cccs3)cc2C(=O)N([C@H](C)CO)C[C@@H]1C
  -15 | 1.0 | 4 | 42
> C[C@H](CO)N1C[C@H](C)[C@@H](CN(C)Cc2ccc3c(c2)OCO3)Oc2ccc(NC(=O)CCCCCC(=O)Nc3ccccc3N)cc2CC1=O
  -55 | 0.1 | -3 | 101*
> O=C(C[C@@H]1C[C@@H]2c3cc(NC(=O)C4CCOCC4)ccc3O[C@@H]2[C@H](CO)O1)NCc1ccc(Cl)cc1
  8 | -2.5 | 6 | 22
> Cc1ccc(S(=O)(=O)Nc2cccc3c2O[C@H](CN(C)Cc2ccc(Cl)c(Cl)c2)[C@H](C)CN([C@@H](C)CO)C3=O)cc1
  -74 | 13 | 4 | nt
> CO[C@@H]1CC[C@H]2CCN(C)C(=O)[C@@H](C)N(C)C(=O)c3cc(C#N)ccc3OC[C@@H]1O2
  nt | -0.6 | 13 | 9

More structures follow:
Structure | Pf Dd2 inh | KDM4C inh | C diff HTS | Tcruzi prolif
CCN1[C@H](C(=O)OC)[C@@H](CO)[C@@H]2Cn3c(ccc(-c4ccc(F)cc4)c3=O)[C@@H]21 | 24 | -0.4 | -2 | 7
COc1ccccc1CNC(=O)C[C@H]1C=C[C@H](NC(C)=O)[C@H](CO)O1 | 1 | -0.3 | -2 | 9
O=C(CC1CC1)Nc1ccc2c(c1)[C@H]1C[C@H](CC(=O)NC3CCCCC3)O[C@@H](CO)[C@H]1O2 | 1 | 2.8 | 2 | 27
COCC(=O)Nc1ccc2c(c1)[C@H]1C[C@H](CC(=O)O)O[C@H](CO)[C@H]1O2 | 20 | -1.5 | -4 | nt
C[C@@H]1CCCCO[C@H](CN(C)Cc2ccc3c(c2)OCO3)[C@@H](C)CN([C@@H](C)CO)C(=O)c2cc(NS(=O)(=O)c3ccc(F)cc3)ccc2O1 | -42 | 0.1 | nt | 58
C[C@H](CO)N1C[C@H](C)[C@@H](CN(C)C(=O)CCN2CCCCC2)Oc2ncc(C#Cc3ccccc3)cc2C1=O | -66 | 0.5 | 7 | 29
CC(C)NC(=O)N(C)C[C@@H]1Oc2ccc(NC(=O)CCN3CCOCC3)cc2C(=O)N([C@H](C)CO)C[C@@H]1C | 20 | 7.0 | 1 | 2
N#Cc1cccc(-c2ccc(C3[C@@H]4CN(S(=O)(=O)c5ccccc5)C[C@H]3N4)cc2)c1 (some centres not stated) | -45&-66 | -1.1&-1.1 | -1&5 | nt
Cc1ccc(-c2ccc([C@H]3[C@H]4CN(S(=O)(=O)c5ccccc5C)CCCCN4[C@H]3CO)cc2)cc1 | -33 | -0.1 | 0 | 91
O=C(c1ccncc1)N1CC(=O)N2[C@H](CO)[C@@H](c3ccc(-c4ccccc4)cc3)[C@H]2C1 | 17 | -0.1 | -5 | nt
O=C(NC1CCCC1)N[C@@H]1CC[C@H](CC(=O)N2CCOCC2)O[C@@H]1CO | 0 | 6.3 | -2 | nt
COc1ccc2c3c([nH]c2c1)[C@H](CO)N(Cc1cccc(F)c1)CC31CCN(CC2CC2)CC1 | -83* | 0.0 | 7 | nt
COc1ccc(NC(=O)N2CC(=O)N3[C@H](C2)[C@H](c2ccc(-c4ccc(C)cc4)cc2)[C@@H]3CO)cc1 | -14 | -0.1 | -16 | nt
C[C@@H]1CN([C@H](C)CO)S(=O)(=O)c2ccc(Br)cc2O[C@H]1CN(C)Cc1cccc(C(=O)O)c1 | 22 | -1.6 | -8 | 18
CO[C@H]1CN(C)C(=O)c2ccc(NS(C)(=O)=O)cc2OC[C@H](C)N(C(=O)CC2CC2)C[C@H]1C | 2 | 0.1 | nt | 4
C[C@@H]1CN([C@@H](C)CO)C(=O)c2cc(NC(=O)Nc3cccc4ccccc34)ccc2O[C@@H](C)CCCCO[C@@H]1CN(C)C(=O)CCCN(C)C | -77 | 2.2 | 3 | 48
C[C@H]1CN([C@@H](C)CO)C(=O)c2cc(NS(=O)(=O)c3ccccc3)ccc2O[C@@H]1CN(C)Cc1ccc(Oc2ccccc2)cc1 | -7 | -0.3 | 40 | 60
Cc1ccc(-c2cnc3c(c2)C(=O)N([C@H](C)CO)C[C@@H](C)[C@@H](CN(C)C(=O)CN(C)C)O3)cc1 | -34 | 1.8 | 0 | nt
COCCNC[C@H]1[C@H](c2ccccc2)[C@H](CO)N1c1nc(C)c(C)s1 | -25 | -1.8 | 7 | 92
C[C@@H]1CN([C@H](C)CO)C(=O)c2cccc(NS(=O)(=O)c3cccs3)c2O[C@@H]1CN(C)C | 3 | 2.0 | -1 | nt
CN(C[C@H]1N[C@@H](CO)[C@@H]1c1ccc(C2=CCCC2)cc1)C(=O)c1ccncc1 | -6 | -1.3 | -5 | 54
Cc1ccc(S(=O)(=O)N(C)C[C@H]2Oc3cc(C#Cc4ccccc4)ccc3S(=O)(=O)N([C@@H](C)CO)C[C@@H]2C)cc1 | -77 | -2.2 | 2 | nt
CN(C)C(=O)C[C@H]1CC[C@H]2[C@@H](COc3ccc(NC(=O)Nc4cccc(Cl)c4)cc3C(=O)N2C)O1 | 6 | 2.7 | 0 | 22
C[C@@H]1CN([C@H](C)CO)C(=O)c2cccc(NS(=O)(=O)c3ccccc3)c2O[C@H]1CN(C)C(=O)NC1CCCCC1 | -1 | 3.1 | 4 | 52
C[C@H](CO)N1C[C@H](C)[C@H](CN(C)S(=O)(=O)c2ccc(F)cc2)Oc2ncc(-c3ccncc3)cc2C1=O | -10 | -0.5 | -1 | -30
CCNC(=O)[C@H]1[C@H](CO)[C@H]2Cn3c(ccc(-c4ccc(F)cc4)c3=O)[C@@H]1N2C(C)=O | 13 | -1.3 | 0 | -3
O=C(NCC[C@@H]1CC[C@@H](NS(=O)(=O)c2ccc(Cl)cc2)[C@@H](CO)O1)Nc1ccc(F)cc1 | 9 | 1.0 | -5 | nt
CN(C)CC(=O)Nc1ccc2c(c1)[C@H]1C[C@H](CC(=O)NCc3ccncc3)O[C@@H](CO)[C@H]1O2 | -6 | 4.2 | -1 | -43
